# Source: PubChem BioAssay
# SKN-1 inh: inhibitors of C. elegans SKN-1 | C. elegans VP596 Pgst-4::GFP/RFP ratio, acrylamide-induced, 24 h | inhibition, % at 21.8 µM | actives 0.49% (n = 360,000);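 active = interference check ratio from 0.5 to 1.5 plus GFP to RFP signal ratio inhibition reaching or exceeding a fixed threshold, cut at about 30% in these data, passing the limit was not always enough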; also: some compounds called inactive have numbers as strong as hits
# Neddyl block: inhibitors of human cullin neddylation; TR-FRET cullin neddylation, biochemical; calls only at 25 µM; actives 0.58% (n = 360,000); AID 651699; in the data active = inhibition above about 36%
# SUMO1 PPI mod: alters human SUMO1 binding to SIM partners; actives 0.33% (n = 360,000); SUMO1 binding to a labelled peptide, TR-FRET, 1 h; inhibition, % at 20 µM; in the data active = inhibition above about 37%
# Target sequence (P63165 whole entry, looked up): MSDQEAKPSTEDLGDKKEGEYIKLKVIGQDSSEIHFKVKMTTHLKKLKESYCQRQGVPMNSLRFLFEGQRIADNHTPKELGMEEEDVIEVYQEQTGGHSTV
# TbMetRS inhib: Trypanosoma brucei MetRS inhibition | purified T. brucei MetRS, ATP depletion, Kinase-Glo luminescence | inhibition, % at 11.9 µM | actives 0.4% (n = 360,000);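 active = inhibition above a per-plate cutoff of the control wells' mean inhibition plus 3 SD, cut at about 5.5% in these data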;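 also: 0% = DMSO wells median and 100% = median of wells with control inhibitor compound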
#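 System: purified T. brucei MetRS enzyme / Detection: Kinase-Glo luciferase luminescence reporting remaining unconsumed ATP / Medium: HEPES buffer with MgCl2, KCl, DTT, spermine, BSA, pyrophosphatase / Replication: singlicate, one well per compound / Evaluation: percent inhibition relative to median high and low control wells / Schedule: 2 h aminoacylation at 25 °C after 15 min preincubation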
# DNMT1 block: blocks human DNA methyltransferase DNMT1; AID 588458; DNMT1 molecular beacon, Hinp1I cleavage, fluorescence; actives 0.83% (n = 360,000); inhibition (reported as % activation of signal), % at 10 µM; P26358; in the data active = inhibition above about 50%
# STEP inh: STEP (human) phosphatase inhibition; inhibition, % at 20 µM; recombinant STEP, OMFP fluorogenic substrate, fluorescence; AID 588621; actives 0.25% (n = 360,000); P54829;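 active = inhibition at 20 µM, scaled per plate between control wells, above about 37%, limit read from the data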;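 also: 0% = DMSO with enzyme and substrate and 100% = substrate only without enzyme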
# Target sequence (P54829 whole entry, looked up): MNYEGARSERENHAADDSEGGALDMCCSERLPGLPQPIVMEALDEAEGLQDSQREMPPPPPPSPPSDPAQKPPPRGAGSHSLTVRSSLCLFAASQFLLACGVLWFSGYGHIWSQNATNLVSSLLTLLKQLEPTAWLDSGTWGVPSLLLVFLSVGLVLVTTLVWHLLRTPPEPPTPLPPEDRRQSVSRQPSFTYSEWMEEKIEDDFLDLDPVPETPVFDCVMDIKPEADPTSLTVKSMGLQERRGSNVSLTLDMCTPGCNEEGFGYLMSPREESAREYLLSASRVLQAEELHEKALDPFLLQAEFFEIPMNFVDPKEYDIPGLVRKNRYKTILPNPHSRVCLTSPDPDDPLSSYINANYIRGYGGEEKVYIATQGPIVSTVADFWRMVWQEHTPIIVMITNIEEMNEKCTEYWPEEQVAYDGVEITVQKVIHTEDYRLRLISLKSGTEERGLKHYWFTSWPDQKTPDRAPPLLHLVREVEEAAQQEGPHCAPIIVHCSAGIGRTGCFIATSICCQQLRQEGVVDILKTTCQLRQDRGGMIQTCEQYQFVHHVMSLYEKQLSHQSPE
#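 Assay system: isolated STEP enzyme. Buffer or medium: pH 6.0 Bis-Tris with DTT and Tween 20. Also added: fluorogenic phosphatase substrate OMFP at 25 µM final. Dosing: 20 µM, 1% DMSO. Timing: 20 min reaction, room temperature, in the dark. Measured by: fluorescence intensity, excitation 480 nm, emission 540 nm. Evaluation: normalized % inhibition.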
# LMPTP inh: LMPTP (human) inhibition. P24666. recombinant LMPTP-A, OMFP fluorogenic substrate, fluorescence intensity. inhibition, % at 20 µM. actives 0.22% (n = 360,000);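 active = compounds that cut the enzyme signal by at least half of the control window in the single-dose screen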;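 also: plate controls were DMSO wells with enzyme plus substrate for no effect and substrate without enzyme for full effect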
# Target sequence (P24666 whole entry, looked up): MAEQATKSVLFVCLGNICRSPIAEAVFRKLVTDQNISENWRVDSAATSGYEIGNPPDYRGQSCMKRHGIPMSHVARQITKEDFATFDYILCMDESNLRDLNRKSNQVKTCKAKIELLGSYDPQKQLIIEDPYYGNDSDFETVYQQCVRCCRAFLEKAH
#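 Test system – LMPTP-A phosphatase enzyme · Quantity – 0.625 nM LMPTP-A final · Reagent – OMFP substrate, 400 µM final · Dosing – one test concentration per compound, 20 µM, with 3% DMSO overall · Timing – 50 min enzyme reaction at room temperature, protected from light · Detection – fluorescence intensity · Controls – substrate-only low control, DMSO enzyme-plus-substrate high control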
# Scp1 inh: inhibitors of human Scp-1 phosphatase. inhibition, % at 20 µM. actives 0.88% (n = 340,000). Recombinant Scp1, phosphopeptide, malachite green phosphate absorbance. AID 493091. Q9GZU7;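 active = inhibition above about 50% at 20 µM, limit read from the data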;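 also: plate controls were DMSO wells with enzyme for no effect and wells lacking enzyme for full effect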
# Target sequence (Q9GZU7 76-261 limits assumed): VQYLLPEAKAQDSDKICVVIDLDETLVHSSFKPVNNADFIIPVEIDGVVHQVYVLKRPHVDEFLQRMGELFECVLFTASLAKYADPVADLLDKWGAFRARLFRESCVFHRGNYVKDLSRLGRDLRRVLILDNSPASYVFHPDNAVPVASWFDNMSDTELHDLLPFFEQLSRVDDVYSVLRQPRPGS
#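 Material – SCP-1 phosphatase catalytic domain, residues 76-261 · Buffer or medium – Acidic Tris acetate buffer with magnesium and detergent · Also added – Phospho 17-mer peptide substrate · Compound – single 20 µM dose, 1% DMSO · Times – 45 min room-temperature reaction, 5 min colour, 30 min stabiliser · Technique – Phosphate-binding colour reagent, absorbance read at 630 nm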
# NadD inh: blocks S. aureus nicotinate mononucleotide adenylyltransferase | actives 0.78% (n = 360,000) | AID 602399 | purified NadD enzyme, colorimetric absorbance read-out | inhibition, % at 20 µM; in the data active = inhibition above about 26%; also: some compounds past the cut are filed as inactive
# CendR NRP1 mod: NRP-1/CendR interaction modulation | O14786 | FAM-RPARPAR peptide binding to NRP-1, fluorescence polarization | inhibition, % at 25 µM | actives 0.85% (n = 360,000) | AID 602438;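 active = inhibition or corrected inhibition above about 18%, plus a signal ratio from 0.5 to 1.5, limit read from the data, passing the limit was not always enough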; also: strong numbers were not always called active
# Starred values were filed as active, the others as inactive; i = inactive; · = no result given; + = active, no number.
smiles	SKN-1 inh	Neddyl block	SUMO1 PPI mod	TbMetRS inhib	DNMT1 block	STEP inh	LMPTP inh	Scp1 inh	NadD inh	CendR NRP1 mod
CCN1CCN(C(=O)CCc2ccc(S(=O)(=O)NCCc3ccccc3)cc2)CC1	30	i	1	0.0	3	-8	-0.9	-5	-3	-6
Cc1ccc(C(C(=O)NC2CCCCC2)N(Cc2cccnc2)C(=O)C2COc3ccccc3O2)o1 (stereo not drawn)	-1	i	1	-1.3	5	3	-2.1	0	6	-12
COC(=O)C1=C(N)Oc2cc(C)[nH]c(=O)c2C1c1cc(OC)c(OC)c(OC)c1 (stereo not drawn)	-3	i	1	-1.0	2	4	-1.0	-10	-5	18
O=C(NCc1ccccn1)C1CCC(=O)N1C1CCCCC1 (stereo not drawn)	-8	i	-1	-0.1	1	-4	-0.8	10	-1	-8
O=C(CN1C(=O)CCSc2ccc(S(=O)(=O)N3CCOCC3)cc21)Nc1cccc(F)c1	-3	i	26	0.3	7	29	5.0	44	1	-2
CCn1c(/C=N/c2nc3ccccc3n2C)nc2ccccc21	6	i	1	0.2	-1	0	2.0	-5	-5	-7
Cc1nn(C(C)C(=O)NC2CC2)c(=O)c2nn(-c3ccccc3)c(C)c12 (stereo not drawn)	4	i	-5	-0.8	4	-3	1.4	7	-2	4
CN(c1ccccc1)S(=O)(=O)c1cccc(NC(=O)c2ccc(=O)[nH]n2)c1	7	i	6	-0.6	12	2	0.1	17	-3	-16

# Gathered by group, the compounds so far with an NH in an aromatic ring
smiles	SKN-1 inh	Neddyl block	SUMO1 PPI mod	TbMetRS inhib	DNMT1 block	STEP inh	LMPTP inh	Scp1 inh	NadD inh	CendR NRP1 mod
COC(=O)C1=C(N)Oc2cc(C)[nH]c(=O)c2C1c1cc(OC)c(OC)c(OC)c1 (stereo not drawn)	-3	i	1	-1.0	2	4	-1.0	-10	-5	18
CN(c1ccccc1)S(=O)(=O)c1cccc(NC(=O)c2ccc(=O)[nH]n2)c1	7	i	6	-0.6	12	2	0.1	17	-3	-16

# (next part)
smiles	SKN-1 inh	Neddyl block	SUMO1 PPI mod	TbMetRS inhib	DNMT1 block	STEP inh	LMPTP inh	Scp1 inh	NadD inh	CendR NRP1 mod
COCCN1CCn2c(nc3cc(NC(=O)NC4CCCCC4)ccc32)C1	-3	·	-7	-1.1	-10	4	0.1	0	15	-4
CCN(CC)CCN(C(=O)c1ccc2c(c1)OCCO2)c1nc2c(Cl)cccc2s1	-5	i	1	-0.3	0	0	0.3	6	7	-5
CCN(C1CCS(=O)(=O)C1)S(=O)(=O)c1cccs1 (stereo not drawn)	1	i	2	-0.5	-1	2	-0.7	2	-4	8
O=C1c2cc(CO)cc(O)c2C(=O)c2c(O[C@@H]3OC(CO)[C@@H](O)[C@@H](O)[C@@H]3O)cccc21 (stereo partly drawn)	11	i	-33	0.2	3	1	2.7	10	-2	-5
CN(C)S(=O)(=O)c1cccc(NC(=O)c2cc(-c3cccs3)nn2-c2cccc(Cl)c2)c1	1	i	3	-0.1	-2	-4	3.0	-14	1	-8
Cc1cc(C(=O)NC2CCCN(Cc3ccccc3F)C2)n[nH]1 (stereo not drawn)	-1	i	4	-0.2	0	1	-1.6	-2	-1	9
O=C(CSC1=NS(=O)(=O)c2ccccc2N1)NCCc1ccccc1	-2	i	2	-0.3	-1	-1	-1.4	-12	-5	-7
CCN(C(=O)c1ccc(S(=O)(=O)N2CCCC2)cc1)C1CCS(=O)(=O)C1 (stereo not drawn)	0	i	-1	0.6	-3	-4	0.0	-4	-3	2
Cc1ccc(S(=O)(=O)N2CCC(=O)N(C(COCc3ccc(Cl)cc3Cl)Cc3ccccc3)CC2)cc1 (stereo not drawn)	12	i	2	-0.4	-8	5	9.1	-25	-4	-1
O=C(Cn1nnc2ccccc21)OCc1ccccc1	0	i	-1	0.1	1	-3	-0.2	11	-6	1
Cc1cccc(C(=O)Nc2c3c(nn2C(C)(C)C)CS(=O)(=O)C3)c1	-20	i	-2	-0.3	0	0	-0.9	0	4	-11
CC(/C=C/c1ccccc1)=N\NC(=O)c1cc(C)nc2ccccc12	1	i	-15	0.1	2	0	-1.0	-7	0	1
CCOC(=O)CN1CC23C=CC(O2)C(C(=O)Nc2ccc(OCC)cc2)C3C1=O (stereo not drawn)	-7	i	-1	-0.1	1	-2	-0.5	-6	-3	-1
S=c1[nH]nc(Cc2ccc(Br)cc2)n1/N=C/c1ccc(Cl)cc1	11	i	0	0.1	-2	9	2.8	-2	10	-2
COc1cccc(/C=C/c2nc(S(=O)(=O)c3ccccc3)c(N3CCC(C(N)=O)CC3)o2)c1	17	·	5	-0.1	-8	0	0.3	·	-7	-5
CCOc1ccc(C(=O)NCc2ccc3c(c2)OCO3)cc1	7	i	-4	-0.3	0	-1	0.2	0	5	4
Cc1ccccc1Nc1ncnc2[nH]ncc12	19	i	27	-0.3	1	0	-4.0	0	-4	-2
COc1ccc(NC(=O)C2CCCCN2N)cc1OC (stereo not drawn)	-29	i	1	-0.7	-7	-3	-1.9	-5	-3	4
COCCNC(=O)CCc1nnc2ccc(N3CCC(C)CC3)nn12	27	i	0	0.1	-3	-3	-1.8	-13	-7	10
Cc1nc(-c2cccc(NC(=O)c3ccc(-n4cccn4)cc3)c2)cs1	-6	i	-3	-0.4	-34	1	1.6	1	3	-28
CC(=O)N/C(=C\c1ccccc1)C(=O)OCC(=O)N(CC(C)C)c1c(N)n(Cc2ccccc2)c(=O)[nH]c1=O	-14	i	-1	-0.5	1	-1	-0.7	5	-2	-2
CC(C)OC(=O)c1cc(NC(=O)c2nn(C)cc2Br)cc(C(=O)OC(C)C)c1	1	i	3	-0.7	0	4	2.0	-8	-10	-7
COc1ccc(NC(=O)O[C@@H](C)[C@@H]2CN3CCc4c([nH]c5ccc(-c6ccc(OC)cc6)cc45)[C@@H]3C[C@@H]2N(C)C(=O)Nc2ccc(OC)cc2)cc1	9	i	-67	-0.3	-14	-2	3.7	·	26	-20
Cc1ccc(S(=O)(=O)NCCOc2nc(N(C)C)nc(N(C)C)n2)cc1	-7	i	-4	-0.6	0	3	0.6	-7	1	14
Cc1cc(C(=O)N2CCN(c3ccc([N+](=O)[O-])cc3)CC2)c(C)o1	6	i	-32	-0.1	1	2	1.6	-2	1	8
CCOC(=O)CSc1c(-c2ccccc2)c2cc(Cl)ccc2[nH]c1=O	-3	i	0	-0.1	4	-1	1.5	-4	-6	-5
CS/C(=N\S(=O)(=O)c1cccs1)Nc1ccc(Cl)cc1	-8	i	5	1.5	-2	-4	-0.9	-2	-2	-3
O=C(COc1ccc(Cl)cc1)NCc1nnc(SCC(=O)NCCc2ccccc2)o1	8	i	-1	0.2	2	0	-1.0	-7	-6	20*
CC(C)c1ccc(C(=O)OCC(=O)c2c(N)n(C)c(=O)n(C)c2=O)cc1	-2	i	6	0.1	3	-3	-1.0	0	1	9
CCCC1=Nc2cc(C(=O)NCCCOCC)ccc2Sc2ccccc21	16	i	1	0.4	-9	3	0.2	-7	-2	-5
CC(O)Cc1cn(CC(=O)N2CCNCC2)nn1 (stereo not drawn)	1	i	5	-0.2	13	0	-4.1	4	-2	3
S=C1NCN(CCc2ccccc2)CN1Cc1ccccc1	11	i	7	-0.4	-5	-3	0.1	3	-8	-3
CCCCC1=CC2=C(c3ccco3)C(=O)C(C)(OC(=O)c3ccc(OC)cc3)C(=O)C2=CN1C(CO)CO (stereo not drawn)	0	i	-9	-0.3	-5	0	-0.8	-2	5	-23
C=C(C)C(C)(C#CCN1CCCC1)OC(C)=O (stereo not drawn)	2	i	0	0.3	3	-1	-1.8	2	-6	1
CCc1nnc(NC(=O)c2ccc(NC(=O)C(C)C)cc2)s1	3	i	-2	0.2	-1	0	-1.2	-1	6	3
N#CCSc1nc2ccccc2c(=O)n1CCC(=O)NC1CCCCC1	12	i	4	-0.1	5	-10	0.6	-2	0	1
CCOC(=O)C1=C(CNCCOc2ccc(OC)cc2)NC(=O)NC1c1ccc2c(c1)OCO2 (stereo not drawn)	8	i	-1	0.3	0	-1	0.4	-2	-7	12
O=C(NCc1cccnc1)c1ccc(S(=O)(=O)N2CCCCCC2)cc1	-8	i	3	-0.6	-1	-8	-0.7	-3	-1	9
O=C1NC(=O)/C(=C/c2ccccc2OCc2ccccc2)S1	13	i	1	0.0	2	0	-1.7	-9	-9	-16
Cc1c(Br)cc(C(=O)N2CCN(CCO)CC2)c(C)c1C	25	i	3	-0.6	2	-3	-2.0	-1	4	-7
Cc1ccsc1C(=O)OCC(=O)c1ccc[nH]1	-8	i	1	-0.1	-8	0	0.9	-4	-2	-11
COc1ccc(N(CC(=O)N/N=C/c2cccc3c2OCCO3)S(=O)(=O)c2ccc(NC(C)=O)cc2)cc1	18	+	0	-0.9	-19	-3	1.1	7	26	2
CCCc1cc(=O)[nH]c(SCC(=O)N2c3ccccc3NC(=O)C2(C)C)n1	-7	i	6	-0.8	14	-1	0.0	11	0	-11
Cc1cc(C(=O)CSc2ccc(F)cc2)cc(C)c1OC(=S)N(C)C	5	i	-3	-1.6	-4	0	-1.0	-4	-12	8
Cc1csc(-c2nc3ccccc3n2C(C(=O)Nc2c(C)cccc2C)C2CC2)c1 (stereo not drawn)	-1	i	-1	0.1	·	·	0.0	·	·	-3
CCOc1ccc(NC(=O)Nc2cc(C)ccc2OC)cc1	-19	i	-1	-2.1	1	-1	1.0	-7	-7	-9
CN(C)c1ccc(/C=N/NC(=O)c2nnn(-c3nonc3N)c2CN2CCCCCC2)cc1	3	·	-1	-0.7	3	2	0.8	-2	21	0
COc1cccc(CSc2nc3nc(C)cc(C)n3n2)c1	17	i	1	-1.4	-3	4	0.1	-4	-6	10
Cn1cnnc1Sc1ccc(/C=C(\CC(=O)O)c2nc3ccccc3s2)cc1[N+](=O)[O-]	1	i	-1	1.0	-5	1	1.7	-6	10	2
Cc1nc2ccc(C(=O)NCCCn3ccnc3)cn2c1N(C)C(=O)CCc1ccccc1	-14	i	0	-0.2	4	-1	-10	·	5	1
CC(C)(C)SCCNC(=O)COc1ccccc1	14	i	-1	0.7	0	1	-1.4	-8	-5	-2
COCc1c(C(=O)OCC(=O)c2ccc[nH]2)oc2ccccc12	8	i	-3	0.5	-1	0	-0.5	-12	0	2
